TRHR PAM – TRH receptor (human) allosteric enhancement; actives 0.66% (n = 360,000); enhancement, % at 2 µM; TRHR cells, fluo-8 calcium fluorescence, EC20 TRH enhancement; AID 493056; P34981; in the data active means enhancement above about 30%; further: 0% is about no effect
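Enhancer read-out: after compound pinning and an initial kinetic agonist-mode read, an EC20 of TRH (10 nM final) was injected and fluo-8 calcium signal (Ex 480/Em 530) followed at 1 s/cycle for 100 cycles in TRHR-expressing cells.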
D1 antag – antagonists of human D1 dopamine receptor; P21728; HEK293 TREx D1 cells, calcium flux, dopamine EC80; stronger effect = lower value; activity change, negative = inhibition, % at 10 µM; actives 3.2% (n = 360,000); AID 504652; in the data active means activity change below about -30%; further: on the % scale 0 is the no-effect control and ±100 the full control effect
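Antagonism measured as reduced calcium response to an EC80 dopamine addition following 180 s compound pre-read; cells were inducible HEK293 Trex D1 plated overnight at 30 C, read kinetically at 1 cycle/sec.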
D1 potentiator – enhances dopamine response at the human D1 receptor; P21728; HEK293 TREx D1 cells, calcium flux, dopamine EC20 potentiation; potentiation, % at 10 µM; actives 0.036% (n = 360,000); in the data active means potentiation above about 30%; further: 0% is about no effect
D2 antagonist – D2 dopamine receptor (human) antagonism; P14416; HEK293 TREx D2 cells, calcium flux, dopamine EC80; inhibition, % at 10 µM; actives 2% (n = 340,000); in the data active means inhibition above about 30%; further: 0% is about no effect
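Tetracycline-induced HEK293 T-REx cells expressing D2 force-coupled to calcium signalling were dye-loaded, exposed to compound for 180 s, then challenged with an EC80 of dopamine; calcium flux was followed kinetically for a further 180 s.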
D2 PAM – positively modulates the human D2 dopamine receptor allosterically; HEK293 T-REx D2, calcium flux, EC20 dopamine potentiation; AID 485347; actives 0.34% (n = 340,000); potentiation, % at 10 µM;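 active means potentiation over 3 SD above the plate norm, cut at about 30% in these data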; further: 0% is about no effect
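Cells plated with tetracycline inducer and held overnight at 30 C; calcium dye loaded 30–90 min at room temperature; baseline taken, compound added and read 180 s; EC20 dopamine then added and read 180 s.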
RXFP1 agonist – agonists of human relaxin receptor RXFP1. HEK293T-RXFP1 cAMP TR-FRET, 30 min; response scale: percent of porcine relaxin response, buffer zero. AID 2676. actives 0.3% (n = 370,000). Potency, µM (series often up to 57.5 µM), for inactives: at the top dose activation, hits mostly activators. Q9HBX9; active means well fitted activation curve with a large enough effect; inconclusive means small, poorly fitted or top-dose-only effect; further: potency means the concentration at half of the fitted maximal effect; on the % scale 0 is the no-effect control and ±100 the full control effect; nearly all actives have a fitted effect of over 60% in size; many of its hits are not listed in these tables
Target sequence (Q9HBX9 whole entry, looked up): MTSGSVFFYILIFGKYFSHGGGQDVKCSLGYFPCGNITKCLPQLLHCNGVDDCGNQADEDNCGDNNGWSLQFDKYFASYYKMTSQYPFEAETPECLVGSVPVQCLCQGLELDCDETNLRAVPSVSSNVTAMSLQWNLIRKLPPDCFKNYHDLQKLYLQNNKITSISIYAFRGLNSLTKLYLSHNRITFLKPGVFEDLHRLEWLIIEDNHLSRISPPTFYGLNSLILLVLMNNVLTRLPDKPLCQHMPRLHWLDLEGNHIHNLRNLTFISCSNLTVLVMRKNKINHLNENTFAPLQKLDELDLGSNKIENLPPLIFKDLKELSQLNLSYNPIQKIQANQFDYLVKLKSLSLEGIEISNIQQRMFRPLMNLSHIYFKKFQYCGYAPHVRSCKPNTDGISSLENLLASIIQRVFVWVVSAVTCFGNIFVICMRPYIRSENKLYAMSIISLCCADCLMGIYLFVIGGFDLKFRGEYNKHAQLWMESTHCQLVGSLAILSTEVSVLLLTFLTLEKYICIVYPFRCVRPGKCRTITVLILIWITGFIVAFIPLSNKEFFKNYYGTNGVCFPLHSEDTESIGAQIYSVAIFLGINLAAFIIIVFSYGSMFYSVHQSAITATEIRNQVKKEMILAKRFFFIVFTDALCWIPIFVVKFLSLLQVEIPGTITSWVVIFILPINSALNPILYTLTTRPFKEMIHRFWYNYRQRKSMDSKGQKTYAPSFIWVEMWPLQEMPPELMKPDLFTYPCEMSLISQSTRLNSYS
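HEK293T cells stably expressing RXFP1 were pretreated with the PDE4 inhibitor Ro 20174, exposed to compounds for 30 min at 37C, lysed, and cAMP was read by TR-FRET. Data normalized to buffer (basal) and 29 nM porcine relaxin (100%).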
RXFP1 antagonist – antagonists of human relaxin receptor RXFP1; Q9HBX9; HEK293-RXFP1, relaxin-stimulated cAMP HTRF, 30 min; stronger effect = lower value; activity change, negative = inhibition, % at 57.5 µM; actives 0.59% (n = 350,000); AID 1259400;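 active means activity change of -60% or lower, but not beyond a set lower limit; inconclusive means change between -60% and -40%, or beyond the set limit; inactive means change above -40%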; further: on the % scale 0 is the no-effect control and ±100 the full control effect
D1 agonist – agonists of human D1 dopamine receptor; activation, % at 2 µM; actives 1% (n = 360,000); HEK293 T-REx D1 cells, calcium flux, agonist mode; P21728; in the data active means activation above about 30%; further: 0% is about no effect
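Agonism was scored from calcium flux recorded over 180 s (1 read/s) after pintool compound addition, following a 10-cycle baseline. Cells were inducible force-coupled HEK293 TREx D1, plated overnight at 30 C and loaded with no-wash calcium dye.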
D2 agonist – D2 dopamine receptor (human) agonism; P14416; HEK293 T-REx D2 cells, calcium flux agonist mode; activation, % at 2 µM; actives 0.53% (n = 340,000); AID 485358;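 active means activation over 3 SD above normal in the single-dose calcium agonist read, cut at about 30% in these data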; further: 0% is about no effect
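Tetracycline-induced HEK293 T-REx cells with force-coupled D2 receptor, plated overnight at 30 C, loaded with no-wash calcium dye. After a 10 s baseline, compound was pin-added and calcium flux read kinetically for 180 s; calcium rises flagged agonists.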
Active calls of the source: *; ? = inconclusive; . = no result given. Not all compounds are listed (hit frequency here may not be typical).

Structure	TRHR PAM	D1 antag	D1 potentiator	D2 antagonist	D2 PAM	RXFP1 agonist	RXFP1 antagonist	D1 agonist	D2 agonist
CCOCCCNC(=S)N1CCCN(c2nc3cc(C)c(C)cc3cc2C#N)CC1	4	-33*	-3	23	-3	3.2%	8	0	-1.2
Cc1ccc(S(=O)(=O)N2CCC(NC(=O)c3ccccc3)CC2)cc1	4	-5	-4	9	0	0.1%	-22	5	-1.9
Cn1c(N)c(C(=O)COC(=O)[C@H](Cc2ccccc2)N2C(=O)c3ccccc3C2=O)c(=O)n(C)c1=O	-6	-11	-7	8	1	1.5%	4	2	0.5
O=C(NC1CCc2ccccc21)c1cc(COc2ccc(F)cc2Cl)on1 (stereo not drawn)	-2	-6	-4	-6	3	0.4%	1	23	2.2
CSc1ccccc1-c1nnc(-c2ccc(Cl)cc2)o1	5	3	3	.	.	0.2%	-8	7	.
CCCCCC1CC(=O)N(Cc2ccccc2)C(=O)N1 (stereo not drawn)	69*	9	-4	4	0	0.4%	-8	1	0.0
Cc1cc(C)nc(N/C(=N\S(=O)(=O)Cc2ccccc2)Nc2cccc(Cl)c2C)n1	0	4	6	-3	-11	1.0%	-4	2	-0.4
CCCC1=C(C(=O)OCC)C(c2c(C)nn(-c3ccccc3)c2Cl)C(C#N)=C(N)O1 (stereo not drawn)	11	-17	-1	17	-6	-0.2%	-7	0	1.3
COc1ccc(C)cc1S(=O)(=O)n1cnc2ccccc21	-5	-8	-8	-15	-6	2.3%	.	4	-0.5
COc1ccc(S(=O)(=O)N2CCCOC2CNC(=O)C(=O)NCc2ccco2)cc1 (stereo not drawn)	17	10	15	-13	-13	3.6%	-25	2	1.5
O=C(Cc1cccs1)NCC1CCCO1 (stereo not drawn)	4	8	-1	-18	-1	2.5%	-28	1	0.5
CN1C(=O)NC(c2ccccc2Cl)C2=C1CC(C)(C)CC2=O (stereo not drawn)	2	4	5	-3	9	4.7%	-4	3	0.3
CCCCN(Cc1ccccc1)S(=O)(=O)c1cc(Br)cc2c1N(C(C)=O)CC2	-1	-3	0	.	-18	-2.6%	-3	2	-0.1
COc1ccccc1/C=C/CN1CCSCC1	4	19	-1	0	-19	0.5%	0	5	0.1
COc1ccc(Nc2cc(C(=O)NCc3cccnc3)c3ccccc3n2)c(OC)c1	-9	-12	-10	9	-6	-0.3%	.	2	-1.1
COc1ccc(CNC(=O)Cn2nc(C(F)(F)F)c3c2CCC3)cc1	-1	-11	-8	-8	4	0.4%	-1	6	0.5
CC(C)(C)SCCNC(=O)COc1ccccc1	-3	7	6	-5	-14	-1.0%	19	-1	-0.3
O=C(NCc1ccccc1)C1CCCN(S(=O)(=O)c2cccs2)C1 (stereo not drawn)	4	4	-2	14	-7	0.7%	6	3	0.3
O=C1NC[C@H](c2ccccc2)N(CCC23CC4CC(CC(C4)C2)C3)C1=O	3	3	5	8	-13	-0.3%	.	0	0.1
C=CCn1c(=S)[nH]c2sc3c(c2c1=O)CCC3	0	10	5	.	13	2.2%	-11	-3	.
COc1ccc(Br)cc1CN(C)C(C)C(=O)Nc1cc([N+](=O)[O-])ccc1OC (stereo not drawn)	-14	12	-3	-15	-16	-0.1%	?	2	-0.9
N#C/C(=C\c1c[nH]c2ccccc12)C(=O)NCC1CCCO1 (stereo not drawn)	-5	-9	0	-12	5	-1.3%	0	2	-0.5
CC(C)C[C@H](NC(=O)N1CCn2c1nc1ccccc12)C(=O)NCc1ccccc1	0	2	-5	-6	1	1.2%	-20	3	0.3
Cc1cc(N2CCN(C(=O)Nc3ccc(F)cc3F)CC2)c2ccccc2n1	-5	3	-11	6	-4	-2.1%	-16	3	0.1
N#Cc1ccccc1S(=O)(=O)Nc1ccc2c(c1)OCCO2	-9	-21	-4	-4	9	2.2%	1	4	0.0
CN(CC(=O)Nc1nc2ccccc2s1)S(=O)(=O)c1ccc(Cl)cc1	-3	-9	-7	7	-5	0.2%	-18	3	0.3
COc1c(C(=O)Nc2ccc(CN3CCOCC3)cc2)cc2ccccc2c1Br	-6	-31*	-2	3	2	-2.5%	-23	13	1.0
CCC(C(=O)Nc1sc(C(N)=O)c(C)c1C(=O)OC)c1ccccc1 (stereo not drawn)	-1	10	-3	-2	3	5.2%	-30	2	-0.2
CCOc1ccc(Nc2ncnc3c2cnn3-c2ccccc2)cc1	8	-15	-14	-8	9	1.5%	.	0	-0.1
O=C(c1ccccc1)c1nc2ccccc2[nH]c1=O	0	-2	-5	-4	-10	-1.9%	-6	0	-0.2
O=C(c1ccco1)C(O)c1ccco1 (stereo not drawn)	0	6	0	10	12	-2.0%	12	1	1.5
CCCOc1c(Br)cc(C(=O)NCC)cc1OC	2	-20	-8	-2	-10	0.4%	-4	1	-0.7
COc1cc(C(=O)Nc2c(C)cc(C)cc2C)c(Br)c(OC)c1OC	-1	-14	0	5	10	-0.7%	-6	-4	0.5
CCOCCCNC(=O)C1CCN(c2cc(C)nc3c(-c4ccc(Cl)cc4)c(C)nn23)CC1	2	5	-4	.	-3	-0.8%	.	1	0.4
COC(=O)c1ccccc1NC(=O)C1CCC(=O)N1S(=O)(=O)c1ccc(C)cc1 (stereo not drawn)	6	4	3	-6	3	11%	-19	1	0.4
COC(=O)n1c(=O)oc2cc(S(=O)(=O)N3CCOCC3)ccc21	-3	5	1	15	6	0.3%	0	1	-0.1
COc1ccc(F)cc1C(=O)C1CCCN(Cc2ccc3c(c2)OCCO3)C1 (stereo not drawn)	7	-2	4	.	.	-2.1%	-12	0	.
COc1cc(C)ccc1NC(=O)Cc1csc(NC(=O)Nc2ccccc2OC)n1	-2	2	-4	-10	0	-0.9%	-1	4	-0.1
CC(=O)Nc1cccc(NC(=O)Nc2cccc(Cl)c2C)c1	-3	-12	-3	-2	8	0.9%	-4	-1	0.7
COc1ccccc1NC(=O)C1CCN(C(=O)c2ccco2)CC1	3	20	3	-2	-3	2.5%	-5	3	-0.1
COc1ccc2c(c1)CCc1c-2n[nH]c1C(=O)NCCC(C)C	-2	-6	3	2	7	2.1%	-13	1	-1.0
CCN(CC(=O)Nc1c(F)cccc1F)C(=O)c1ccc2ncsc2c1	-6	-4	-4	4	0	0.3%	-8	-1	0.7
N#CCNC(=O)C1c2ccccc2Oc2ccccc21	-5	5	1	8	-2	0.1%	17	9	0.2
CNC(=O)c1ccc2nc(CCc3ccccc3)oc2c1	5	-12	4	.	7	0.7%	-10	5	0.2
CCCCNC(=O)C1(O)c2ccccc2NC(=O)N1c1ccc(Cl)cc1 (stereo not drawn)	-8	-12	-2	26	10	-0.7%	2	9	-1.6
COCCNC(=O)CSc1nc2cc(OC)c(OC)cc2c(=O)n1CCc1ccc(S(N)(=O)=O)cc1	-2	-4	-11	-12	-5	0.7%	-5	3	0.2
O=C(Nc1cccc([N+](=O)[O-])c1)C1C2CCCCC21 (stereo not drawn)	-5	-9	-1	.	.	-0.1%	-4	11	.
O=C(CNC(=O)c1cccnc1)N/N=C/c1cccnc1	0	3	-2	17	-4	1.2%	12	3	-1.0

Compound profiles, as listed above:
`Cc1cc(C)nc(N/C(=N\S(=O)(=O)Cc2ccccc2)Nc2cccc(Cl)c2C)n1` as listed: TRHR PAM = 0; D1 antag = 4; D1 potentiator = 6; D2 antagonist = -3; D2 PAM = -11; RXFP1 agonist = 1.0%; RXFP1 antagonist = -4; D1 agonist = 2; D2 agonist = -0.4
`N#CCNC(=O)C1c2ccccc2Oc2ccccc21` as listed: TRHR PAM = -5; D1 antag = 5; D1 potentiator = 1; D2 antagonist = 8; D2 PAM = -2; RXFP1 agonist = 0.1%; RXFP1 antagonist = 17; D1 agonist = 9; D2 agonist = 0.2

More entries
Structure	TRHR PAM	D1 antag	D1 potentiator	D2 antagonist	D2 PAM	RXFP1 agonist	RXFP1 antagonist	D1 agonist	D2 agonist
Cc1csc(CN(C)C(=O)CC2C(=O)NCCN2CC(C)(C)C)n1 (stereo not drawn)	44*	-5	-4	-3	4	-3.6%	-4	1	0.9
CC(C)CC(=O)NS(=O)(=O)c1ccc(N)cc1	7	4	-8	.	.	0.1%	-3	2	.
COc1ccc(NC2CCCN(C(=O)c3ccc(CSC)o3)C2)cc1OC (stereo not drawn)	21	12	-3	-7	15	-0.4%	-17	1	0.4
COc1cccc2c1N1C(=O)c3c(C(=O)O)cccc3C1CC2(C)C (stereo not drawn)	-7	-6	0	-15	6	1.6%	.	2	-0.2
Cc1ccn2c(=O)c(C(=O)NCCN3CCOCC3)c(O)nc2c1	1	-1	2	-8	5	1.4%	18	1	0.4
O=C(CN1C(=O)c2cccc3cccc(c23)C1=O)N1CCOCC1	-14	-9	9	12	2	5.9%	1	5	.
CCc1nnc(NC(=O)[C@@H](NC(=O)c2cccc(S(=O)(=O)N3CCOCC3)c2)C(C)C)s1	2	1	-2	-1	1	-0.6%	-20	6	2.6
Cc1ccccc1NC(=O)CSc1nnc(-c2ccco2)n1N	-4	-1	7	-2	12	-0.4%	6	0	-0.2
O=C(OCc1nc2ccccc2s1)c1cccc(N2C(=O)CCC2=O)c1	5	-15	-4	2	0	0.9%	-3	6	0.0
O=[N+]([O-])/C=C/c1cn(Cc2ccc(F)cc2)c2ccccc12	-9	0	-2	10	4	-0.6%	?	2	-0.4
CS(=O)(=O)c1ccc2nc(NC(=O)CN3CCN(Cc4ccccc4)CC3)sc2c1	9	11	3	45*	-3	2.2%	25	4	0.4
O=C(CCCCO)c1ccc(O)c(Cl)c1	1	3	-2	6	6	1.3%	.	9	0.1
CC(C)CCNC(=O)C(CC(C)C)N(Cc1ccc2c(c1)OCO2)C(=O)c1snc(C(N)=O)c1N (stereo not drawn)	3	4	-2	-14	4	3.3%	-6	5	-1.0
Cn1c(-c2csc(-c3ccccc3)n2)n[nH]c1=S	-5	-13	2	12	11	9.3%	-15	5	-0.1
CC(=O)NCCNC(=O)c1ccc(Sc2ccccc2)c([N+](=O)[O-])c1	-4	-9	-8	.	.	2.2%	-8	2	.
COc1ccc(OC)c(/C=N\NC(=O)c2cc3c(ccc4ccccc43)o2)c1	-9	9	-13	.	.	5.4%	-1	1	.
CC(C)NS(=O)(=O)c1ccc(OCC(=O)NC2CCCCCC2)cc1	5	-28	-8	-8	0	1.6%	-3	6	-0.5

Source: PubChem BioAssay (National Center for Advancing Translational Sciences (NCATS))
